# Screening results as filed in PubChem.
# BCR signal inh: chronic active BCR signaling inhibition; hit rate 0.05% among 340,000; Potency, µM (series often up to 46.1 µM), without a hit: top-dose ratio change, negative = lower green/red ratio, usual class: inhibitors; AID 493014; ABC-DLBCL IkBa-CBG/CBR reporter, luminescence ratio, 4 h; active means well fitted inhibition curve with a large enough effect in the signal ratio, with a control signal flat, not every such curve was filed as active; inconclusive means small, poorly fitted or top-dose-only effect, or effect the other way, or a change in a side signal; the % refers to the signal ratio;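 further: potency means the concentration at half of the fitted maximal effect; plate controls were basal doxycycline-induced cells for no effect and cells given 10 µM MG132 for full effect; MG132 reads +100%, hits lower the ratio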
#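 TMD8 ABC-DLBCL cells carrying doxycycline-inducible green luciferase fused to IkappaBalpha plus unfused red luciferase were exposed to compounds (up to 46 uM) for 4 hrs at 37C. Activity came from the overlap-corrected green/red luminescence ratio.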
# Coupling enz: coupling enzyme interference in Giardia aldolase counter-screen; hit rate 0.67% among 290,000; activity change, negative = inhibition, % at 58.2 µM, hits read low; coupling enzyme system counterscreen, AmpLite Red fluorescence; in the data active means activity change below about -30%
#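 Activity here indicates interference with the coupling reaction, not aldolase inhibition. Compounds at 57.5 uM final met coupling enzymes for 10 min at RT; substrate and AmpLite Red detection followed, with a 525/598 nm fluorescence read after 20 min.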
# B2AR arrestin: recruits beta-arrestin to the human beta2-adrenergic receptor; P07550; beta-arrestin recruitment to beta2AR, cell-based reporter; Potency, µM (top dose mostly 46.1 µM), inactives show at the top dose activation, most hits filed as activators; hit rate 0.02% among 330,000;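 further: potency means the concentration at half of the fitted maximal effect; 0% = DMSO controls and full agonism = EC100 isoproterenol or metaproterenol; nearly all actives have a fitted effect of over 65% in size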
# USP2a inh: inhibitors of human ubiquitin-specific protease USP2a | O75604 | USP2 core, Ub-CHOP2 coupled fluorogenic reporter, 485/531 | Potency, µM (doses to about 38.3 µM), inactives show at the highest dose activity change, negative = inhibition, usual class: inhibitors | hit rate 0.01% among 330,000 | AID 463254;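 further: potency means the concentration at half of the fitted maximal effect; plate controls were DMSO wells for no effect and full inhibition by NEM control for full effect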
#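 USP2 core (10nM final) preincubated 30min RT with compound in 20mM Tris-HCl pH 8.0, 2mM CaCl2, 2mM beta-mercaptoethanol, 0.05% CHAPS; 25nM Ub-CHOP2 plus 25nM reporter substrate added, fluorescence (Ex485/Em531) read after 60min.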
# PKM2 activator: PKM2 (human) enzyme activation; P14618; purified PKM2, Kinase-Glo ATP luminescence, activation; response scale: 0% is enzyme alone, no compound; Potency, µM (series often up to 57.5 µM), for inactives: at the highest dose activation, actives largely listed as activators; hit rate 0.34% among 260,000; further: potency means the concentration at half of the fitted maximal effect; nearly all actives have a fitted effect of over 55% in size
# Target sequence (P14618 whole entry, looked up): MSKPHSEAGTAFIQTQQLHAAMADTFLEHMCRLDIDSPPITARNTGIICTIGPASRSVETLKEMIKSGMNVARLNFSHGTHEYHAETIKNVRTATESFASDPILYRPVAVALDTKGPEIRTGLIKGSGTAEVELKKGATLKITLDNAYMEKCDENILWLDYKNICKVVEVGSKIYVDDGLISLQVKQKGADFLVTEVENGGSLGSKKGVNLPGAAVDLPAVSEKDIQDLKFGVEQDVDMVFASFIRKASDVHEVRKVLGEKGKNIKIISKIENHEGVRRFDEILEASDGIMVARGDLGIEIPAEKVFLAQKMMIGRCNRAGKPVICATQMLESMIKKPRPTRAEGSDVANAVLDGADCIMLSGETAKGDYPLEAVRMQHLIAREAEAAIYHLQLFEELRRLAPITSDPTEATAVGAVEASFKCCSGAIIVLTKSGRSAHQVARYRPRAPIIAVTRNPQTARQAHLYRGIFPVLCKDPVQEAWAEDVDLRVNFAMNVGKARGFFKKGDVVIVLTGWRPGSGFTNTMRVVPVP
#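 Kinase-Glo luminescence reports ATP generated from ADP (0.1 mM) and PEP (0.5 mM) by purified hPK-M2 after 1 h at room temperature, pH 7.2 imidazole buffer; intermediate enzyme activity allows detecting inhibitors and activators.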
# Giardia killer: kills Giardia lamblia; hit rate 0.15% among 340,000; activity change, % at 7.66 µM, hits read low; Giardia lamblia trophozoite viability; AID 540267; in the data active means activity change below about -80%; inconclusive means between about -30% and that limit;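 further: parasites exposed to compound for two days anaerobically before the ATP read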
#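 Viability, read as ATP luminescence: trophozoites at 100 cells/well, compound added, 48 hrs anaerobic at 37 deg C, then 15-30 min room-temperature development before reading.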
# KCNH2 WT inh: inhibitors of human wildtype KCNH2 potassium channel | AID 720551 | U2OS, BacMam KCNH2, thallium flux FluxOr; hits give low values | hit rate 0.37% among 340,000 | activity change, % at 1.84 µM | Q12809;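 active means maximum activity change below -70%; inconclusive means maximum activity change between -70% and -50%; inactive means maximum activity change above -50%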
#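 U2OS cells transduced with wild-type KCNH2 virus are loaded with FluxOr dye for 45 min, and thallium flux is measured in kinetic reads before and after stimulation buffer. Rate constants are normalized to DMSO controls.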
# Eya2 phos inh: inhibitors of human Eya2 phosphatase activity; O00167; recombinant Eya2, OMFP fluorescence dephosphorylation (OMFP is methylfluorescein phosphate); Potency, µM (titrated, usually from 76.9 µM), for inactives: top-dose activity, negative = inhibition, actives largely listed as inhibitors; hit rate 0.006% among 330,000; AID 488837; further: potency means the concentration at half of the fitted maximal effect
# Target sequence (O00167 whole entry, looked up): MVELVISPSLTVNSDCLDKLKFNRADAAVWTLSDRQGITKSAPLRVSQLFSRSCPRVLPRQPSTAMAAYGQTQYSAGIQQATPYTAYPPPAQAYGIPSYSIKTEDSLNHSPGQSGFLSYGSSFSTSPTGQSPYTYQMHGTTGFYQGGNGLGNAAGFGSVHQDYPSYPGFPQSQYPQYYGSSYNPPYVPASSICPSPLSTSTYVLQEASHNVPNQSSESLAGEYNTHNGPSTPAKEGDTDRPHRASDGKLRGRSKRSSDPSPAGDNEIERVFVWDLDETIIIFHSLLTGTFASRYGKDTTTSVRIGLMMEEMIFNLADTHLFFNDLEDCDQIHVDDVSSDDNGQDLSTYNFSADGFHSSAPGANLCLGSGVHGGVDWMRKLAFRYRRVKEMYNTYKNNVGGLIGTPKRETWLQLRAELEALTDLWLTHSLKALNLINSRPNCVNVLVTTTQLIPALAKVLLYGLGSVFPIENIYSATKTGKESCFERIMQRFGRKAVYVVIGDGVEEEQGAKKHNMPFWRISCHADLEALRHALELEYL
#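 Eya2 protein (added as 0.2 uM solution) was preincubated with compound for 10 min at ambient temperature in 50 mM HEPES pH 7.5, 50 mM NaCl, 5 uM MgCl2, 0.05% BSA, 1 mM DTT. OMFP (added at 50 uM) then reacted 10 min; fluorescence read at 485/525 nm.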
# uPA surface inh: cell surface uPA generation inhibition | cell surface uPA generation assay, qHTS | Potency, µM (top dose mostly 38.3 µM), inactives show top-dose activity change, negative = inhibition, actives largely listed as inhibitors | hit rate 0.31% among 330,000 | AID 540303; active means well fitted inhibition curve with a large enough effect; inconclusive means small, poorly fitted or top-dose-only effect; inactive means no such curve, though single readings can be large or run the other way; tested in mouse RAW 264.7 cells; further: potency means the concentration at half of the fitted maximal effect; nearly all actives have a fitted effect of over 55% in size
# KCNH2 3.1 block: inhibitors of human KCNH2 3.1 potassium channel isoform. U2OS KCNH2 3.1, thallium flux FluxOr; hits give low values. hit rate 0.95% among 340,000. activity change, % (tested at about 1.8 µM);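 active means maximum activity change below -70%; inconclusive means maximum activity change from -70% to -50%; inactive means maximum activity change above -50%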;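 further: thallium influx rate constant from kinetic fluorescence after stimulation buffer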
#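 We transduce U2OS cells with the mutant 3.1 virus, culture them overnight, load FluxOr with Red40 quencher for 45 min, then add stimulation buffer and read kinetically for 2 min to derive a normalized rate constant.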
# GALK inh: inhibitors of human galactokinase; P51570; Purified GALK, Kinase-Glo residual ATP luminescence; Potency, µM (series often up to 57.5 µM), for the others: at the top dose activity change, negative = inhibition, actives largely listed as inhibitors; hit rate 0.007% among 270,000; AID 1868; further: potency means the concentration at half of the fitted maximal effect
#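 ATP-depletion format; final 35 uM ATP, 100 uM D-galactose, 5 nM enzyme; pH 8.0 HEPES/Mg2+ buffer; 60 min RT; luminescence read 10 min after detection reagent.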
# Starred values were filed as active, the others as inactive; ? = inconclusive; nt = not tested or not shown; & = joins results of further samples; [ ] = remark or other dose. Unless noted, the call rests on the fitted dose curve; in most records, active means well fitted curve in the direction sought with a large enough effect; inconclusive means small, poorly fitted or top-dose-only effect, or another doubt; inactive means no such curve, though single readings can be large; an effect the other way counts as inactive or inconclusive. Unless noted, on the % scale 0 is the no-effect control and ±100 the full control effect.
# Screens in order – PKM2 activator	KCNH2 WT inh	Eya2 phos inh	Coupling enz	uPA surface inh	Giardia killer	B2AR arrestin	BCR signal inh	GALK inh	USP2a inh	KCNH2 3.1 block
CC(C(=O)N1c2ccccc2CCc2ccccc21)n1nnc(-c2ccc(N(C)C)cc2)n1 (configuration not stated)
 : -13%	-11	-3%	-3	6%	-7	-0.4%	-19%	3%	0%	0
COc1ccc(Cc2nnc(NC(=O)Cn3cnc4c3c(=O)n(C)c(=O)n4C)s2)cc1OC
 : -17%	-1	-5%	2	11%	-4	-0.6%	4%	nt	3%	14
CCCNC(=S)N1CCN(c2nc(-c3ccc(C)cc3)cs2)CC1
 : 0%	11	-6%	1	0%	-18	0.5%	-2%	-3%	4%	-6
Cn1c(C(=O)Nc2ccc3c(c2)OCCO3)cc2sccc21
 : -8%	30	17%	-14	-26%	?	0.1%	1%	2%	3%	4
Cc1ccc2c(C)c(C(=O)N3CCN(C4CCS(=O)(=O)C4)CC3)oc2c1C (configuration not stated)
 : -4%	-1	-10%	nt	-2%	10	-0.2%	?	5%	0%	nt
COc1ccc(OC)c(C(=O)CSc2nnc(Cc3cccs3)n2C)c1
 : -12%	13	-18%	-12	3%	8	?	?	-2%	1%	0
O=C(CCCCCN1C(=O)c2cccc3cccc(c23)C1=O)NCCO
 : -7%	4	-6%	2	-9%	-7	0.1%	?	-1%	3%	5
CC(=O)c1ccc(NC(=O)C2=CC(c3ccco3)=NS(=O)(=O)N2C)cc1
 : nt	3	-12%	-1	-15%	-3	0.4%	5%	-2%	5%	-3
Cc1ccc(-n2c(SCC(=O)NCc3ccco3)nc3c([nH]c4ccccc43)c2=O)cc1
 : 1%	7	-3%	3	11%	25	3.4%	?	1%	1%	15
O=C(c1ccoc1)N1CCCC(CO)(CCCc2ccccc2)C1 (configuration not stated)
 : 6%	-16	?	nt	3%	0	0.1%	1%	-3%	0%	-155*
COc1cccc(/C=N/NC(=O)C[n+]2ccccc2)c1O
 : 6%	-3	-2%	0	1%	27	-0.9%	0%	0%	1%	-3
COc1cccc(C(C(=O)Nc2ccc(F)cc2)N(C(=O)Cn2nnc3ccccc32)C2CC2)c1 (configuration not stated)
 : -1%	2	1%	2	-2%	-13	-0.5%	-5%	-3%	2%	3
COc1ccc(CC(=O)Nc2ccc(-c3cn4cccc(C)c4n3)cc2)cc1OC
 : -3%	2	-30%	2	-9%	16	0.5%	?	-3%	-1%	-15
CCCN1Cc2cccc(C(=O)Nc3ccc(C)cc3)c2C1=O
 : -14%	-5	33%	-4	4%	-6	-0.3%	22%	1%	-1%	2
COc1ccccc1CCNC(=O)C(=O)NCC1OCCCN1S(=O)(=O)c1cc(C)ccc1C (configuration not stated)
 : -1%	8	-6%	nt	9%	-13	-1.1%	-9%	4%	-5%	-20
CCCN1CCC(=O)N(CCSc2ccc(NC(C)=O)cc2)CC1
 : 10%	3	2%	3&2	-3%	2&-18	0.4%	1%	-2%	6%	3
O=C(CCC(=O)c1ccc(Oc2ccccc2)cc1)Nc1ccc(Cl)cc1Cl
 : 2%	nt	12%	6	7%	0	3.8%	-3%	nt	2%	12
CCNC(=O)c1cc2ccccc2o1
 : -1%	-4	7%	3	3%	-1	-0.9%	3%	nt	2%	-11
O=C(Cn1nnc(-c2ccccc2)n1)N/N=C/c1cccc([N+](=O)[O-])c1
 : 8%	18	-14%	-6	-2%	6	4.4%	1%	nt	0%	11
O=C(CCC1CCCC1)NC1CCCCC1
 : 2%	-4	24%	0	2%	-10	-0.1%	?	0%	4%	-13
Cc1ccc(C(=O)NNC(=O)C(C)Oc2ccc3ccccc3c2)o1 (configuration not stated)
 : nt	3	2%	nt	18%	-8	0.1%	?	nt	2%	-2
COC(=O)C1C(=O)C2=C(CC1C)NC(=O)CC2c1ccc(F)cc1 (configuration not stated)
 : 7%	21	6%	-1	1%	-11	-0.1%	9%	1%	2%	7
CC(C)c1ccc(N(CC(=O)N2CCOCC2)S(C)(=O)=O)cc1
 : -3%	-13	11%	1	-1%	-1	-0.6%	-2%	nt	0%	11
Cc1cc(C(=O)CSc2nnc(-c3ccc(F)cc3)o2)c(C)n1CC1CCCO1 (configuration not stated)
 : 0%	7	3%	-11	4%	5	-0.8%	18%	-1%	2%	17
O=C(O)c1ccc(CSc2nnc(-c3ccncc3)n2-c2ccc(Br)cc2)cc1
 : 1%	0	11%	14	-2%	5	-0.3%	3%	0%	2%	7
Cc1ccnc(NC(=O)CN2C(=O)NC(C)(c3ccc4ccccc4c3)C2=O)c1 (configuration not stated)
 : nt	7	-7%	nt	-10%	2	0.3%	-6%	nt	2%	9
O=C(CCCn1c(=O)c2sccc2n(CC(=O)OCc2ccccc2)c1=O)NCc1ccco1
 : 2%	26	-8%	0	nt	-13	-0.1%	-9%	0%	-7%	1
O=C(N/C(=C/c1ccccc1)C(=O)N1CCCCC1)c1ccco1
 : 4%	-3	-2%	2	7%	28	0.5%	0%	-4%	0%	6
CCn1ncc(NC(=S)NCCc2ccccc2)c1C(N)=O
 : -2%	4	-3%	-1	-4%	-7	0.1%	-2%	5%	2%	1
Cc1ccc(C)c(NC(=O)CCC(=O)N/N=C/c2ccc3c(c2)OCO3)c1
 : 4%	-6	-10%	-5	-1%	15	-2.1%	8%	1%	-1%	-4

# Additional records follow.
# Screens in order – PKM2 activator	KCNH2 WT inh	Eya2 phos inh	Coupling enz	uPA surface inh	Giardia killer	B2AR arrestin	BCR signal inh	GALK inh	USP2a inh	KCNH2 3.1 block
OCCC1CN(Cc2ccc(C(F)(F)F)cc2)CCN1Cc1ccccc1 (configuration not stated)
 : -1%	28	-6%	2	-1%	6	-0.2%	20%	4%	0%	12
CC1CN(C(=O)c2ccccc2NS(=O)(=O)c2cccc([N+](=O)[O-])c2)CC(C)O1 (configuration not stated)
 : 0%	5	-1%	6	-1%	1	0.5%	-8%	1%	-3%	-16
O=C(Nc1ccnn1C1CCN(C(=O)Cc2cccc(Cl)c2)CC1)C1CC1
 : 4%	-1	-2%	0	-1%	-17	0.3%	0%	2%	-1%	-3
Clc1nc(CN2CCCCC2)nc2sc3c(c12)CCC3
 : 0%	-12	4%	0	nt	-8	5.5%	?	-1%	1%	-1
CCOC(=O)CC1=C(C(=O)OCC)C(c2ccc(C)o2)C(C#N)=C(N)O1 (configuration not stated)
 : 1%	-12	1%	1	1%	-11	0.3%	8%	3%	0%	5
Oc1ccc2ccccc2c1CNc1ccc(Br)cn1
 : -4%[11.5 µM]	8	-8%	-2	?	-9	-0.4%	7%	5%	-1%	9
Cc1cccc(NC(=O)CN2C(=O)CCS(=O)(=O)c3ccccc32)c1C
 : nt	?	3%	-3	3%	-11	0.2%	-2%	0%	-1%	6
O=C(CN(C(=O)c1csnn1)c1ccc(F)cc1)NCc1ccc2c(c1)OCO2
 : nt	6	-1%	0	-6%	-8	-0.6%	0%	-2%	0%	-4
NC(=O)c1cc(S(=O)(=O)N2CCc3ccccc3C2)cs1
 : nt	1	6%	5	4%	19	-1.1%	-13%	3%	1%	3
Cc1cccc(Oc2coc3cc(OC(=O)c4cccs4)ccc3c2=O)c1
 : -1%	2	8%	0	-3%	-5	0.3%	-6%	6%	1%	-4
COc1ccc(NC(=O)Nc2ccc(C(=O)N3CCOCC3)cc2)c(OC)c1
 : -4%	1	-7%	2	7%	3	-0.5%	3%	0%	1%	nt

# Among those listed so far, these contain two or more sulfur atoms.
# Screens in order – PKM2 activator	KCNH2 WT inh	Eya2 phos inh	Coupling enz	uPA surface inh	Giardia killer	B2AR arrestin	BCR signal inh	GALK inh	USP2a inh	KCNH2 3.1 block
CCCNC(=S)N1CCN(c2nc(-c3ccc(C)cc3)cs2)CC1
 : 0%	11	-6%	1	0%	-18	0.5%	-2%	-3%	4%	-6
COc1ccc(OC)c(C(=O)CSc2nnc(Cc3cccs3)n2C)c1
 : -12%	13	-18%	-12	3%	8	?	?	-2%	1%	0
NC(=O)c1cc(S(=O)(=O)N2CCc3ccccc3C2)cs1
 : nt	1	6%	5	4%	19	-1.1%	-13%	3%	1%	3

# Sorted by the number under Eya2 phos inh (descending): some entries from above
SMILES | Eya2 phos inh
NC(=O)c1cc(S(=O)(=O)N2CCc3ccccc3C2)cs1 | 6%
Cc1cccc(NC(=O)CN2C(=O)CCS(=O)(=O)c3ccccc32)c1C | 3%
COc1ccc(OC)c(C(=O)CSc2nnc(Cc3cccs3)n2C)c1 | -18%
